FAS TE block = blocks the thioesterase domain of human fatty acid synthase. P49327. recombinant FAS-TE, OMFH fluorogenic substrate, fluorescence endpoint. inhibition, % at 15 µM. hit rate 0.67% among 360,000;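 active = compounds whose normalised, plate-corrected inhibition of enzyme fluorescence in the single-dose primary screen is 50% or more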;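 also: 0% = DMSO with enzyme and 100% = substrate without enzyme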
NRP1-CendR mod = NRP-1/CendR interaction modulation; FAM-RPARPAR peptide binding to NRP-1, fluorescence polarization; O14786; AID 602438; inhibition, % at 25 µM; hit rate 0.85% among 360,000;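 active = inhibition or corrected inhibition above about 18%, plus a signal ratio from 0.5 to 1.5, limit read from the data, passing the limit was not always enough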; also: strong numbers were not always called active
eLon inh = inhibits E. coli Lon protease | P0A9M0 | purified E. coli Lon protease, fluorescence polarization | inhibition, % at 7.94 µM | hit rate 0.42% among 360,000 | AID 602123; in the data active = inhibition above about 13%, passing the limit was not always enough;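 also: 0% = enzyme with probe and DMSO and 100% = no enzyme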
MsrA inhibitor = inhibits bovine methionine sulfoxide reductase A; purified bovine MsrA, absorbance read-out; inhibition, % at 15.5 µM; hit rate 0.75% among 360,000; in the data active = inhibition above about 4.5%;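 also: 0% = vehicle wells with enzyme and 100% = reference inhibitor wells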
MT1-MMP act inh = blocks activation of human MT1-MMP; P50281; HT1080 RFP-PRO-GFP cells, GFP/RFP ratio fluorescence, overnight; percent of plate control window, DMSO zero; GFP/RFP ratio change, % at 20 µM; hit rate 0.061% among 360,000;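 active = GFP/RFP ratio change of at least 30% with cell ATP level not reduced by more than half and red fluorescence within 50% of control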; also: strong numbers were not always called active
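Assay system: HT1080 RFP-PRO-GFP cells | Dosing: 20 µM single dose, 1% DMSO | Incubation: Cells overnight before dosing, compound overnight, 37 °C, 5% CO2 | Evaluation: GFP/RFP fluorescence ratio | Control set: DMSO-only wells and HT1080 RFP-L50D-GFP cell wells as references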
Rin1-Abl PPI inh = inhibitors of human Rin1-Abl protein interaction | P00519+Q13671 | AID 588664 | hit rate 0.4% among 360,000 | TR-FRET Rin1/Abl binding, biochemical | inhibition, % at 7.35 µM; in the data active = inhibition above about 5%, passing the limit was not always enough
Neddylation inh = inhibitors of human cullin neddylation; calls only at 25 µM; TR-FRET cullin neddylation, biochemical; P61081+Q13564; AID 651699; hit rate 0.58% among 360,000; in the data active = inhibition above about 36%
Target sequence (P61081 whole entry, looked up): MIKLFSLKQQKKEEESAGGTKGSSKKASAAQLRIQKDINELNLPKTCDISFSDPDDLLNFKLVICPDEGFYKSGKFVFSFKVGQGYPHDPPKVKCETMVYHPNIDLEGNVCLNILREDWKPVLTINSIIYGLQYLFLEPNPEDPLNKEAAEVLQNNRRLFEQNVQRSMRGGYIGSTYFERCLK
Target sequence (Q13564 whole entry, looked up): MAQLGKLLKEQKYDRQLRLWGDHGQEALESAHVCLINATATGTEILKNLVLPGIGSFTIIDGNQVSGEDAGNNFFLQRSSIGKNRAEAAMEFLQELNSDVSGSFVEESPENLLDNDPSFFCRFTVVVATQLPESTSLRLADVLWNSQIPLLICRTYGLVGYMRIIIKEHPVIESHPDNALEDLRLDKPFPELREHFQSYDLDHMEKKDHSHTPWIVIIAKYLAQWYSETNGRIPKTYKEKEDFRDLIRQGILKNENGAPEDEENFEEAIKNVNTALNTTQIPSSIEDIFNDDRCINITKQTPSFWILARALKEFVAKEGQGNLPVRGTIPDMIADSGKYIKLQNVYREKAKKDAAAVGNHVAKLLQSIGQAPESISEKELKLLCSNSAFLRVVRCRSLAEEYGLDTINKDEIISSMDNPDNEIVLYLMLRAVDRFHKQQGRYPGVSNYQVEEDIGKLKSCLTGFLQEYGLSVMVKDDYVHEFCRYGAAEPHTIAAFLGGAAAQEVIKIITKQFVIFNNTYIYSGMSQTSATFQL
bovine MsrA act = activates bovine MsrA enzyme. hit rate 0.3% among 360,000. purified bovine MsrA, absorbance read-out. activation, % at 10.6 µM; in the data active = activation above about 7.5%;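 also: 0% = vehicle and 100% = reference activator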
SKN-1 block = blocks SKN-1 activity in C. elegans; C. elegans VP596 Pgst-4::GFP/RFP ratio, acrylamide-induced, 24 h; inhibition, % at 21.8 µM; hit rate 0.49% among 360,000; AID 624304;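 active = interference check ratio from 0.5 to 1.5 plus GFP to RFP signal ratio inhibition reaching or exceeding a fixed threshold, cut at about 30% in these data, passing the limit was not always enough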; also: some compounds called inactive have numbers as strong as hits
* marks the source's active call; other numbers are inactive results.

Screening O=C(NCCCCc1ccccc1)C1CC(c2cc(C(F)(F)F)cc(C(F)(F)F)c2)=NO1 (stereo not drawn) returned FAS TE block 27, NRP1-CendR mod 2, eLon inh -6, MsrA inhibitor -0.7, MT1-MMP act inh 3, Rin1-Abl PPI inh -1, Neddylation inh inactive, bovine MsrA act 0 and SKN-1 block 2.
Screening Cn1ncc(Br)c1C(=O)NCc1cccs1 returned FAS TE block -6, NRP1-CendR mod -4, eLon inh 3, MsrA inhibitor -0.8, MT1-MMP act inh -2, Rin1-Abl PPI inh -2, Neddylation inh inactive, bovine MsrA act -2 and SKN-1 block -5.
For COc1ccc(OC)c(NC(=O)Cn2cccc2)c1 the results were FAS TE block -1, NRP1-CendR mod -6, eLon inh 3, MT1-MMP act inh 19, Rin1-Abl PPI inh 0, Neddylation inh inactive, bovine MsrA act -4 and SKN-1 block -4.
`Cc1cccc(C(=O)NCC(=O)OCc2cc(=O)n3ccsc3n2)c1` gave FAS TE block -5, NRP1-CendR mod 16, eLon inh 9, MsrA inhibitor 0.4, MT1-MMP act inh -2, Rin1-Abl PPI inh -4, Neddylation inh inactive, bovine MsrA act -4 and SKN-1 block 16.
Screening CCOc1cccc2cc(C(=O)NCc3ccccc3)c(=N)oc12 returned FAS TE block -3, NRP1-CendR mod -16, eLon inh -7, MT1-MMP act inh -6, Rin1-Abl PPI inh 3, Neddylation inh inactive, bovine MsrA act 0 and SKN-1 block -1.
For Cc1ccc(Nc2nnc(SCC(=O)NCCN3C(=O)CSC3=O)s2)cc1 the results were FAS TE block -4, NRP1-CendR mod -3, eLon inh 0, MsrA inhibitor -0.4, MT1-MMP act inh -1, Rin1-Abl PPI inh -1, Neddylation inh inactive, bovine MsrA act -3 and SKN-1 block -5.
`Fc1ccc(N2CCN(C(c3cccs3)c3nnnn3CCc3ccccc3)CC2)cc1` (stereo not drawn) gave FAS TE block 37, NRP1-CendR mod -14, eLon inh 4, MsrA inhibitor 0.7, MT1-MMP act inh -25, Rin1-Abl PPI inh -2, Neddylation inh inactive, bovine MsrA act -2 and SKN-1 block -5.
CC(C)CC(=O)Nc1cccc(C(=O)Nc2ccccc2C(=O)O)c1 was read as FAS TE block -4, NRP1-CendR mod -3, eLon inh 13, MsrA inhibitor 0.1, MT1-MMP act inh -1, Rin1-Abl PPI inh -2, Neddylation inh inactive, bovine MsrA act -3 and SKN-1 block 14.
c1cc2c(cc1Nc1nc(-c3ccc4c(c3)OCO4)cs1)OCCO2 was read as FAS TE block 1, NRP1-CendR mod -6, eLon inh -6, MsrA inhibitor 1.4, MT1-MMP act inh -7, Rin1-Abl PPI inh 2, Neddylation inh inactive, bovine MsrA act -2 and SKN-1 block 2.
Screening CCCc1c(C(=O)N/N=C/c2ccc(C)s2)nnn1-c1nonc1N returned FAS TE block -7, NRP1-CendR mod -14, eLon inh -6, MsrA inhibitor -0.4, MT1-MMP act inh 3, Rin1-Abl PPI inh 1, Neddylation inh inactive, bovine MsrA act -4 and SKN-1 block -18.
`CC(=O)c1ccc(C(=O)N2CCC(n3nccc3NC(=O)C3CC3)CC2)cc1` gave FAS TE block -4, NRP1-CendR mod 4, eLon inh -6, MsrA inhibitor -0.4, MT1-MMP act inh 1, Rin1-Abl PPI inh -1, Neddylation inh inactive, bovine MsrA act -4 and SKN-1 block 14.
For COC1(OC)C(/C=C/c2ccc(C)cc2)C(C#N)(C#N)C1(OC)OC (stereo not drawn) the results were FAS TE block 18, NRP1-CendR mod -12, eLon inh -32, MsrA inhibitor -0.5, MT1-MMP act inh -10, Rin1-Abl PPI inh 3, Neddylation inh inactive, bovine MsrA act -13 and SKN-1 block -18.
Screening Cc1cc2c(cc1C)C(c1ccccc1F)CC(=O)N2 (stereo not drawn) returned FAS TE block 3, NRP1-CendR mod 3, eLon inh 3, MsrA inhibitor -0.1, MT1-MMP act inh -1, Rin1-Abl PPI inh -2, Neddylation inh inactive, bovine MsrA act -4 and SKN-1 block -7.
CCOC(=O)C(=CNc1ccc(-c2ccco2)c(Cl)c1)C(=O)OCC was read as FAS TE block 23, NRP1-CendR mod -16, eLon inh -4, MsrA inhibitor 1.3, MT1-MMP act inh 0, Rin1-Abl PPI inh -3, bovine MsrA act -6 and SKN-1 block -8.
Screening Cc1ccc(C)c(NC(=S)N2CCN(S(C)(=O)=O)CC2)c1 returned FAS TE block -5, NRP1-CendR mod 19, eLon inh -8, MsrA inhibitor -0.5, MT1-MMP act inh 1, Rin1-Abl PPI inh -1, Neddylation inh inactive, bovine MsrA act 5 and SKN-1 block -9.
Screening O=c1oc2c3c(nn2c2ccccc12)CCCC3 returned FAS TE block -3, NRP1-CendR mod 0, eLon inh -4, MsrA inhibitor -0.3, MT1-MMP act inh 1, Rin1-Abl PPI inh -1, Neddylation inh inactive, bovine MsrA act -1 and SKN-1 block 8.
Screening CCN(C(=S)NCCOC)c1cccc2ccccc12 returned FAS TE block -3, NRP1-CendR mod 10, eLon inh 0, MsrA inhibitor 0.4, MT1-MMP act inh 0, Rin1-Abl PPI inh 0, Neddylation inh inactive, bovine MsrA act -1 and SKN-1 block -3.
For O=C(CSC(=S)N1CCOCC1)c1cc(Br)cc(Br)c1O the results were FAS TE block 11, NRP1-CendR mod -28, eLon inh -6, MsrA inhibitor -0.2, MT1-MMP act inh 24, Rin1-Abl PPI inh 0, Neddylation inh inactive, bovine MsrA act -14 and SKN-1 block 2.
`O=C(NCc1nnc(SCC(=O)N2CCCCCC2)o1)c1ccccc1F` gave FAS TE block -7, NRP1-CendR mod 8, eLon inh -1, MsrA inhibitor 0.2, MT1-MMP act inh 3, Rin1-Abl PPI inh -1, Neddylation inh inactive, bovine MsrA act -3 and SKN-1 block -12.
For COc1ccc(C(C)(NC(C)=O)c2nc(-c3ccncc3)cs2)cc1 (stereo not drawn) the results were FAS TE block -8, NRP1-CendR mod 17, eLon inh 4, MsrA inhibitor -0.5, MT1-MMP act inh 1, Rin1-Abl PPI inh 2, Neddylation inh inactive, bovine MsrA act -2 and SKN-1 block 5.
COC(=O)c1ccc(C(=O)OC)c(NC(=S)N2CCN(c3ccccn3)CC2)c1 was read as FAS TE block -10, NRP1-CendR mod 0, eLon inh 6, MsrA inhibitor -1.3, MT1-MMP act inh -3, Rin1-Abl PPI inh 0, Neddylation inh inactive, bovine MsrA act -3 and SKN-1 block -7.
COCC(=O)Nc1ccc2c(c1)[C@@H]1C[C@H](CC(=O)OC)O[C@H](CO)[C@@H]1O2 was read as FAS TE block -6, NRP1-CendR mod 1, eLon inh -8, MsrA inhibitor -1.2, MT1-MMP act inh 7, Rin1-Abl PPI inh 2, Neddylation inh inactive, bovine MsrA act -1 and SKN-1 block 9.
For Cc1[nH]c2ccccc2c1C(=O)C(=O)NCc1nnnn1-c1ccc(F)c(F)c1 the results were FAS TE block -5, NRP1-CendR mod 4, eLon inh -1, MsrA inhibitor 0.2, MT1-MMP act inh 3, Rin1-Abl PPI inh -1, Neddylation inh inactive, bovine MsrA act -1 and SKN-1 block 7.
COc1cc(F)ccc1CN1CCC(n2nccc2NC(=O)C2CCOC2)CC1 (stereo not drawn) was read as FAS TE block -4, NRP1-CendR mod 6, eLon inh -8, MsrA inhibitor 0.2, MT1-MMP act inh -3, Rin1-Abl PPI inh 1, Neddylation inh inactive, bovine MsrA act -2 and SKN-1 block 6.
Screening CC(C)CN(CC(C)C)C(=S)Nc1ccc(Cl)cc1 returned FAS TE block 20, NRP1-CendR mod -1, eLon inh 7, MsrA inhibitor -0.3, MT1-MMP act inh -2, Rin1-Abl PPI inh -1, Neddylation inh inactive, bovine MsrA act -8 and SKN-1 block -8.
CC(C)C(=O)Nc1nnc(Cc2c[nH]c3ccccc23)s1 was read as FAS TE block -4, NRP1-CendR mod 2, eLon inh -6, MsrA inhibitor -0.6, MT1-MMP act inh 3, Rin1-Abl PPI inh -1, Neddylation inh inactive, bovine MsrA act -1 and SKN-1 block 14.
For O=C(c1ccc(COCC(F)(F)F)o1)N1CCCC1 the results were FAS TE block -16, NRP1-CendR mod -11, eLon inh 14, MsrA inhibitor 0.9, MT1-MMP act inh 3, Rin1-Abl PPI inh 5, Neddylation inh inactive, bovine MsrA act -10 and SKN-1 block -4.
Screening C=CCn1c(=NC(=O)C2COc3ccccc3O2)sc2cc(S(N)(=O)=O)ccc21 (stereo not drawn) returned FAS TE block 3, NRP1-CendR mod 3, eLon inh 23*, MsrA inhibitor -0.9, MT1-MMP act inh 2, Rin1-Abl PPI inh 3, Neddylation inh inactive, bovine MsrA act -5 and SKN-1 block -5.
Cc1ccc(OCc2nc(-c3cccs3)no2)c([N+](=O)[O-])c1 was read as FAS TE block 28, NRP1-CendR mod -10, eLon inh 7, MsrA inhibitor 0.1, MT1-MMP act inh 14, Rin1-Abl PPI inh -1, Neddylation inh inactive, bovine MsrA act -2 and SKN-1 block -6.
CC1(C)CC(=O)C2=C(C1)Oc1ncn(Cc3ccco3)c(=N)c1C2c1ccccc1 (stereo not drawn) was read as FAS TE block 1, NRP1-CendR mod -3, eLon inh -11, MsrA inhibitor -0.7, MT1-MMP act inh -6, Rin1-Abl PPI inh 0, Neddylation inh inactive, bovine MsrA act 1 and SKN-1 block 0.
CN1CCC(=O)N([C@H](CO)Cc2ccccc2)CC1 was read as FAS TE block -9, NRP1-CendR mod 8, eLon inh -4, MsrA inhibitor -0.8, MT1-MMP act inh -1, Rin1-Abl PPI inh 1, Neddylation inh inactive, bovine MsrA act -3 and SKN-1 block -3.
`COc1ccc(C(=O)NN=C2CCCC2)c(OC)c1` gave FAS TE block -5, NRP1-CendR mod 14, eLon inh -14, MsrA inhibitor -0.5, MT1-MMP act inh 3, Rin1-Abl PPI inh -5, Neddylation inh inactive, bovine MsrA act -7 and SKN-1 block 6.
Screening COc1ccccc1-c1ccc2c(c1)C(C)(Cc1cc(Cl)ccc1C(F)(F)F)C(=O)N2 (stereo not drawn) returned FAS TE block 27, NRP1-CendR mod -6, eLon inh -5, MsrA inhibitor 1.3, MT1-MMP act inh -3, Rin1-Abl PPI inh 0, Neddylation inh inactive, bovine MsrA act 1 and SKN-1 block 10.
For O=C(C1=C[C@@H](c2ccccc2)C[C@@H](OCc2ccc(CO)cc2)O1)N1CCN(Cc2ccc3c(c2)OCO3)CC1 the results were FAS TE block 10, NRP1-CendR mod 10, eLon inh -4, MsrA inhibitor 1.1, MT1-MMP act inh 0, Rin1-Abl PPI inh 4, Neddylation inh inactive, bovine MsrA act -1 and SKN-1 block 9.
Screening COCCCC1CCN(C(=O)C2CCC(=O)N(CCc3ccccc3)C2)CC1 (stereo not drawn) returned FAS TE block -4, NRP1-CendR mod 0, eLon inh -5, MsrA inhibitor 0.8, MT1-MMP act inh 0, Rin1-Abl PPI inh 3, Neddylation inh inactive, bovine MsrA act -3 and SKN-1 block 1.
For CCC(CO)n1cnnc1-c1ccncc1 (stereo not drawn) the results were FAS TE block -9, NRP1-CendR mod -2, eLon inh -2, MsrA inhibitor -0.2, MT1-MMP act inh -3, Rin1-Abl PPI inh -1, Neddylation inh inactive, bovine MsrA act -7 and SKN-1 block -15.
Screening Cc1cc(=O)oc2c(CN3CCOCC3)c(O)ccc12 returned FAS TE block -8, NRP1-CendR mod -2, eLon inh 10, MsrA inhibitor 2.0, MT1-MMP act inh 1, Rin1-Abl PPI inh -3, bovine MsrA act -3 and SKN-1 block -2.
Screening COCCN(Cc1ccc(C)cc1)C(=O)[C@H]1O[C@@H](n2ccc(=O)[nH]c2=O)[C@H](O)[C@@H]1O returned FAS TE block -9, NRP1-CendR mod -6, eLon inh -4, MsrA inhibitor -0.6, MT1-MMP act inh 3, Rin1-Abl PPI inh 2, Neddylation inh inactive, bovine MsrA act -2 and SKN-1 block 2.

Screening data (PubChem)
